From PubChem BioAssay
TAG inh – inhibitors of triacylglycerol accumulation, primary screen, cell-based, uHTS, fluorescence, H9c2; H9c2 cells, Nile Red lipid (TAG) fluorescence; cells loaded with 200 µM oleic acid; inhibition, % at 12.5 µM; 230,000 tested, 0.66% active; AID 651582, 2012;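 active = pattern-corrected inhibition of lipid staining of at least 50% with the nuclear-stain viability signal not falling by more than 50%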;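 note: 0% = DMSO wells and 100% = triacsin C control wells; some results filed as inactive read as strong as hits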
TAG inh DAPI viability – also measured in TAG inh; calls as there; DAPI nuclei signal change (viability), lower = more cytotoxic, %;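 whole-well DAPI fluorescence read on a plate reader as a viability signal; minus 50 percent equals half of cells still viable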
* marks the source's active call; other numbers are inactive results. This is a subset; count on the stated rates, not on these rows.

The first 3 records (preview)
For O=C(NNS(=O)(=O)c1ccc(Br)cc1)c1ccccc1-n1cccc1 the results were TAG inh 0.8 and TAG inh DAPI viability 12.7.
For Cc1ccc2[nH]c3c(=O)n(CCN4CCOCC4)cnc3c2c1 the results were TAG inh 3.2 and TAG inh DAPI viability -0.8.
Screening CC(=O)N(/C=C1\SC(=S)N(c2ccccc2)C1=O)c1ccccc1 returned TAG inh 4.0 and TAG inh DAPI viability -2.9.

The list itself (from the top)
For O=C(NNS(=O)(=O)c1ccc(Br)cc1)c1ccccc1-n1cccc1 the results were TAG inh 0.8 and TAG inh DAPI viability 12.7.
For Cc1ccc2[nH]c3c(=O)n(CCN4CCOCC4)cnc3c2c1 the results were TAG inh 3.2 and TAG inh DAPI viability -0.8.
Screening CC(=O)N(/C=C1\SC(=S)N(c2ccccc2)C1=O)c1ccccc1 returned TAG inh 4.0 and TAG inh DAPI viability -2.9.
For CCCCC(CC)C(=O)NCc1ccc(F)cc1 (stereo not given) the results were TAG inh -2.7 and TAG inh DAPI viability 3.1.
Screening COc1cc(C(=O)NNC(=O)COc2ccccc2Cl)ccc1OCC(=O)N1CCOCC1 returned TAG inh -1.1 and TAG inh DAPI viability -2.1.
For CN(c1ccccc1)S(=O)(=O)c1ccc(C(=O)Nc2ccncc2)cc1 the results were TAG inh -26.5 and TAG inh DAPI viability -3.4.
For N#CCCN(C(=O)COC(=O)c1cccc(S(=O)(=O)N2CCCCCC2)c1)c1ccc(F)cc1 the results were TAG inh 3.4 and TAG inh DAPI viability -5.0.
`CCOC(=O)C1CCCN(C(=O)C2CCCN(S(=O)(=O)c3ccc4c(c3)oc(=O)n4C)C2)C1` (stereo not given) gave TAG inh -0.7 and TAG inh DAPI viability 2.3.
Screening COc1cc2c(cc1OC)CN(S(=O)(=O)c1ccc(Cl)nc1)CC2 returned TAG inh 30.1 and TAG inh DAPI viability -40.3.
`COc1ccc(CCNC(=O)C2C3CCC(C3)C2C(=O)O)cc1OC` (stereo not given) gave TAG inh -1.5 and TAG inh DAPI viability 2.4.
Screening CCC(C)[C@H](NC(=O)Nc1ccc(Oc2ccccc2)cc1)C(=O)O (stereo not given in full) returned TAG inh 4.5 and TAG inh DAPI viability 0.0.
Cc1ccc(N2CC(C(=O)Nc3nnc(SCc4ccccn4)s3)CC2=O)cc1 (stereo not given) was read as TAG inh 7.9 and TAG inh DAPI viability -4.7.
Screening CC1Cc2ccccc2N1C(=O)CN1C(=O)NC(C)(CCc2ccccc2)C1=O (stereo not given) returned TAG inh 8.6 and TAG inh DAPI viability 2.4.
Screening CN(C)C1=NC[C@H](Cc2ccccc2)N1CC1CCC(C(C)(C)C)CC1 (stereo not given in full) returned TAG inh -12.5 and TAG inh DAPI viability 21.2.
For COc1ccc(CCNC(=O)C(=O)NCC2OCCN2S(=O)(=O)c2ccc(F)cc2)cc1 (stereo not given) the results were TAG inh 1.9 and TAG inh DAPI viability -7.0.
`Cc1cc(C(=O)N/N=C/c2cc(Br)cc([N+](=O)[O-])c2O)c2ccccc2n1` gave TAG inh 2.3 and TAG inh DAPI viability -4.6.
`N#Cc1c(N)n(-c2ccc(N)cc2)c2nc3ccccc3nc12` gave TAG inh 3.4 and TAG inh DAPI viability 5.2.
Screening COc1ccccc1C1CC(=O)Oc2cc(C)c(Br)c(C)c21 (stereo not given) returned TAG inh 118.1 and TAG inh DAPI viability -98.6.
Screening CCOc1ccccc1OC(C)C(=O)Nc1ccc(S(=O)(=O)N2CCCC2)cc1 (stereo not given) returned TAG inh 17.7 and TAG inh DAPI viability -8.7.
`Cc1cccc(N2CCN(C(=O)c3ccc4[nH]c(C)c(C)c4c3)CC2)c1C` gave TAG inh 33.9 and TAG inh DAPI viability -38.4.
Screening Cc1ccc(S(=O)(=O)N2CCC(=O)N(CCOCc3cccc(C)c3)CC2)cc1 returned TAG inh -2.1 and TAG inh DAPI viability -2.6.
`CCOc1cc2c(cc1/C=C/C(=O)O)OC(C)C2` (stereo not given) gave TAG inh -12.0 and TAG inh DAPI viability 24.6.
For Cc1ccccc1N1CCN(S(=O)(=O)c2cccs2)CC1 the results were TAG inh -15.2 and TAG inh DAPI viability 11.9.
Cc1ccc(NS(=O)(=O)c2cccc(C(=O)N3CCN(c4ncccn4)CC3)c2)cc1 was read as TAG inh -8.7 and TAG inh DAPI viability -1.4.
CC1CN=C(N(C(=O)Nc2ccccc2)c2ccc(F)cc2)S1 (stereo not given) was read as TAG inh -5.0 and TAG inh DAPI viability 6.1.
For Cc1sc2ncnc(SCc3ccc(C(=O)O)cc3)c2c1C the results were TAG inh 3.8 and TAG inh DAPI viability 0.0.
Screening CCCCP(=O)(CCCC)Cc1ccccc1O returned TAG inh 3.8 and TAG inh DAPI viability -3.1.
Cc1ccc(C)c(NC(=S)Nc2cccc3cnccc23)c1 was read as TAG inh -15.0 and TAG inh DAPI viability 12.2.
Screening COc1ccccc1N1CCN(C(=O)CSc2nc(C)c(C)c(=O)[nH]2)CC1 returned TAG inh -5.4 and TAG inh DAPI viability 2.8.
COC(=O)c1ccc(C)cc1C1CN=NC12Cc1cc(C)ccc1C2=O (stereo not given) was read as TAG inh -7.7 and TAG inh DAPI viability 7.0.
For Cn1cc(-c2ccno2)c(C(=O)O)n1 the results were TAG inh -4.0 and TAG inh DAPI viability 6.5.
For C[C@H](O)CNC(=O)c1[nH]cnc1C(=O)Nc1ccc(CNC(=O)OC(C)(C)C)cc1 the results were TAG inh 15.0 and TAG inh DAPI viability 5.4.
For Cn1cc(Cl)c(C(=O)NNC(=S)NCc2ccco2)n1 the results were TAG inh -1.1 and TAG inh DAPI viability 10.2.
COc1ccc2oc(C(=O)N3CCN(C/C=C/c4ccccc4)CC3)c(C)c2c1 was read as TAG inh -4.2 and TAG inh DAPI viability 8.0.
`CCCCn1c(NC(C)=O)c(C#N)c2nc3ccccc3nc21` gave TAG inh 3.3 and TAG inh DAPI viability 33.3.
For CCCCSc1nc(C)[nH]c1[N+](=O)[O-] the results were TAG inh -6.6 and TAG inh DAPI viability -4.9.
CCN(C(=O)CSc1nc2cc(S(=O)(=O)N(CC)CC)ccc2o1)C1CCS(=O)(=O)C1 (stereo not given) was read as TAG inh 8.0 and TAG inh DAPI viability -0.2.
Screening CC[C@]12C(=O)N(C)C[C@H]([C@@H]3C(=O)N(Cc4ccccc4)C(=O)[C@@H]31)N2C(=O)c1ccc(Br)cc1 returned TAG inh -15.5 and TAG inh DAPI viability 18.6.
For COc1cc(OC)cc(C(=O)NC(C(=O)N2CCC2)C(C)C)c1 (stereo not given) the results were TAG inh 10.0 and TAG inh DAPI viability -7.9.
For CC(C)CCNC(=S)Nc1ccc([N+](=O)[O-])cc1 the results were TAG inh -9.8 and TAG inh DAPI viability 11.1.
Cc1cccc(Cc2cnc(NC(=O)CN3C(=O)/C(=C/c4ccccc4)SC3=S)s2)c1 was read as TAG inh -0.8 and TAG inh DAPI viability 3.5.
CCOC(=O)C1=C(C)NC(C)=C(C(=O)OCC)C1C(=O)OCC(=O)N1CCCCC1C (stereo not given) was read as TAG inh 2.6 and TAG inh DAPI viability -0.6.
For CCOc1ccc(S(=O)(=O)N2CCOCC2)cc1NC(=O)c1ccc(N2CCCC2=O)cc1 the results were TAG inh 11.5 and TAG inh DAPI viability -2.8.
For O=C(C1CCN(S(=O)(=O)c2ccc(F)cc2)CC1)N1CCCC(C(F)(F)F)C1 (stereo not given) the results were TAG inh 4.2 and TAG inh DAPI viability 1.5.
`Cc1[nH]c2ccccc2c1CCN(Cc1cccs1)C(=S)Nc1ccccc1` gave TAG inh -8.3 and TAG inh DAPI viability -2.4.
For O=C1c2[nH]nc(-c3ccccc3O)c2C(c2cccc(O)c2)N1Cc1ccco1 (stereo not given) the results were TAG inh -33.3 and TAG inh DAPI viability 11.3.
`O=C(Cn1cnc2cc([N+](=O)[O-])ccc2c1=O)N(Cc1ccccc1)C1CCS(=O)(=O)C1` (stereo not given) gave TAG inh 10.9 and TAG inh DAPI viability 5.7.
Cc1nn(-c2cccc(C(F)(F)F)c2)c(=O)c2noc(C)c12 was read as TAG inh 7.5 and TAG inh DAPI viability 4.9.
Screening COc1cccc(NC(=O)c2ccccc2-c2nc(-c3cccc(C)c3)no2)c1 returned TAG inh 36.7 and TAG inh DAPI viability -3.8.
Screening COc1cccc(NC(=O)N2CCc3ccccc3C2)c1 returned TAG inh -10.6 and TAG inh DAPI viability 6.7.
CN(CC1CCCO1)S(=O)(=O)c1ccc(C(=O)NCc2ccccc2)cc1 (stereo not given) was read as TAG inh -0.7 and TAG inh DAPI viability -5.6.
Screening Cc1ccc(OCC(=O)Nc2nc(C)c(Cl)cc2Cl)c([N+](=O)[O-])n1 returned TAG inh -6.1 and TAG inh DAPI viability 1.5.
Clc1ccc(-n2ncc3c(NCC4CCCO4)ncnc32)cc1 (stereo not given) was read as TAG inh 21.5 and TAG inh DAPI viability -12.2.
`Cn1c(=O)c2c(SCC(=O)Nc3ccc4c(c3)OCCO4)nc(CC(C)(C)C)nc2n(C)c1=O` gave TAG inh 18.6 and TAG inh DAPI viability -5.9.
For Fc1cc(Br)ccc1NC(=S)Nc1cccnc1 the results were TAG inh 1.9 and TAG inh DAPI viability -5.6.
`CC(=O)N/C(=C\c1ccccc1Cl)C(=O)O` gave TAG inh -3.3 and TAG inh DAPI viability 0.4.
For O=C(CCCOc1ccccc1)Nc1ccc(Br)cc1 the results were TAG inh -2.2 and TAG inh DAPI viability -2.0.
For Cc1ccc(N(CC(=O)NCc2cccs2)S(=O)(=O)c2cccs2)cc1 the results were TAG inh -13.3 and TAG inh DAPI viability -2.3.
`CCCCCNc1nc2ccccc2nc1NS(=O)(=O)c1cccs1` gave TAG inh 3.6 and TAG inh DAPI viability 5.1.
`COc1ccc(NC2c3ccccc3C(=O)N2Cc2ccco2)cc1OC` (stereo not given) gave TAG inh 17.3 and TAG inh DAPI viability 6.5.
Screening CC1CCN(S(=O)(=O)c2ccc(C(=O)NCc3ccco3)cc2)CC1 returned TAG inh -8.3 and TAG inh DAPI viability -4.1.
For COc1ccc(S(=O)(=O)N2CCCC2CNC(=O)C(=O)NCCc2ccccc2)cc1 (stereo not given) the results were TAG inh 19.2 and TAG inh DAPI viability -9.8.
Screening COC(=O)c1sccc1-c1ccc(/C=N/OC(=O)c2cccs2)o1 returned TAG inh 3.8 and TAG inh DAPI viability -6.1.
For CC(C)Sc1nc2c(c(=O)[nH]c(=O)n2C)n1CCc1ccccc1 the results were TAG inh 4.7 and TAG inh DAPI viability 1.2.
O=C(Nc1ccccc1)N(CCc1ccncc1)C1CCCCC1 was read as TAG inh -2.0 and TAG inh DAPI viability -4.5.
For CN(C)S(=O)(=O)c1cccc(NC(=O)COC(=O)c2ccc3ccccc3n2)c1 the results were TAG inh -0.8 and TAG inh DAPI viability -1.6.
COc1ccc(OCC(=O)NNC(=O)Cn2c(=O)cnc3ccccc32)cc1 was read as TAG inh 16.4 and TAG inh DAPI viability -10.2.
For CCOc1ccc(S(=O)(=O)N2CCOCC2)cc1NC(=O)CSCc1ccc(C)cc1 the results were TAG inh -8.3 and TAG inh DAPI viability -19.8.
Screening O=C(CN(Cc1ccccc1)C(=O)CCC(=O)Nc1nccs1)NCc1ccco1 returned TAG inh -6.9 and TAG inh DAPI viability 0.7.
For Cn1c(=NC(=O)CSCC(=O)N2CCCC2)sc2ccccc21 the results were TAG inh 3.6 and TAG inh DAPI viability 2.7.
CCCc1c(C(=O)Nc2ccc(C(F)(F)F)cc2)cnn1-c1ccccc1 was read as TAG inh -2.3 and TAG inh DAPI viability 1.9.
`COc1ccc(N(Cc2cc3ccc(C)cc3[nH]c2=O)S(=O)(=O)c2ccccc2)cc1` gave TAG inh -19.4 and TAG inh DAPI viability -2.5.
For O=C(Nc1ccc(F)cc1)c1cccnc1N1CCOCC1 the results were TAG inh 4.2 and TAG inh DAPI viability 3.4.
O=C(NCc1nnc(SCc2ccc(F)cc2)n1-c1ccccc1)C12CC3CC(CC(C3)C1)C2 was read as TAG inh -24.2 and TAG inh DAPI viability -2.1.
For CN(Cc1ccccc1)C(=O)CN(c1ccc(F)cc1)S(=O)(=O)c1ccc2c(c1)OCCO2 the results were TAG inh -12.8 and TAG inh DAPI viability -1.0.
`CCCC(=O)NCCCc1nc2ccccc2n1C(C)C` gave TAG inh -5.7 and TAG inh DAPI viability -8.7.
`Cc1ccc(-c2cc(C(=O)N3CCOCC3)c3ccccc3n2)cc1` gave TAG inh -20.0 and TAG inh DAPI viability -7.9.
`COC(=O)[C@@]12CCCCN1[C@H](c1ccc(-c3ccc(OC)cc3)cc1)[C@H]1C(=O)N(C)C(=O)[C@H]12` gave TAG inh -16.8 and TAG inh DAPI viability 5.8.
Screening CC(=O)Oc1cccc(C2=CC(=O)CC(C)(C)C2=O)c1 returned TAG inh -8.0 and TAG inh DAPI viability 1.4.
For Cc1c2cnn(CC(=O)O)c(=O)c2c(C)n1Cc1ccccc1 the results were TAG inh 3.5 and TAG inh DAPI viability -9.6.
Cc1cccc(NC(=O)CN2CCN(C(=O)c3cncn3-c3ccc(F)cc3)CC2)c1C was read as TAG inh 6.2 and TAG inh DAPI viability -0.1.
For CCOC(=O)c1c(NC(=O)CSc2ncnc3ccccc23)sc(C(C)=O)c1C the results were TAG inh -3.6 and TAG inh DAPI viability -5.3.

Five consecutive records out of the list so far:
`Cc1ccc(-c2cc(C(=O)N3CCOCC3)c3ccccc3n2)cc1` gave TAG inh -20.0 and TAG inh DAPI viability -7.9.
`COC(=O)[C@@]12CCCCN1[C@H](c1ccc(-c3ccc(OC)cc3)cc1)[C@H]1C(=O)N(C)C(=O)[C@H]12` gave TAG inh -16.8 and TAG inh DAPI viability 5.8.
Screening CC(=O)Oc1cccc(C2=CC(=O)CC(C)(C)C2=O)c1 returned TAG inh -8.0 and TAG inh DAPI viability 1.4.
For Cc1c2cnn(CC(=O)O)c(=O)c2c(C)n1Cc1ccccc1 the results were TAG inh 3.5 and TAG inh DAPI viability -9.6.
Cc1cccc(NC(=O)CN2CCN(C(=O)c3cncn3-c3ccc(F)cc3)CC2)c1C was read as TAG inh 6.2 and TAG inh DAPI viability -0.1.
